Screening results from PubChem.
KB-V1 MDR tox: qHTS assay for MDR1-selective chemotherapeutics: Primary screen using the drug-selected MDR subline cells KB-V1; KB-V1 MDR cells viability, CellTiter-Glo, 72 h; Potency, µM (titrated, usually from 46.1 µM), without a hit: at the top dose activity change, negative = cytotoxicity, actives largely listed as cytotoxic; 3.4% of 400,000 active; further: potency means the concentration at half of the fitted maximal effect; on the % scale 0 is the no-effect control and ±100 the full control effect; nearly all actives have a fitted effect of over 60% in size
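Following 72 h at 37 degrees C with compound, KB-V1 cell viability was read by CellTiter-Glo luminescence, medium being phenol-red-free DMEM plus 10% FBS; concentration-response parameters came from normalized, curve-fitted qHTS data.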
ATXN viability: Viability Counterscreen for Primary qHTS for Inhibitors of ATXN expression | AID 651635, 2014 | 0.49% of 400,000 active | S2 cells (HEK-293 line with an ATXN2-luciferase reporter) viability, CellTiter-Fluor protease fluorescence, 24 h | Potency, µM (series often up to 56.7 µM), hits mostly cytotoxic; further: potency means the concentration at half of the fitted maximal effect; nearly all actives have a fitted effect of over 40% in size
HT1080 IDH1KD tx: qHTS for induction of synthetic lethality in tumor cells producing 2HG: qHTS for the HT-1080-IDH1KD cell line; HT-1080 IDH1 knockdown viability, ATP luminescence, 48 h; Potency, µM (doses to about 46.1 µM), for the others: top-dose activity, negative = toxicity, usual class: cytotoxic; 2% of 360,000 active; AID 686971, 2013;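 further: potency means the concentration at half of the fitted maximal effect; 0% = DMSO wells and -100% = cell-free medium wells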
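Knockdown cells (IDH1KD HT-1080) received compounds 2 h after plating at 750 cells/well and were kept 48 h at 37 °C in 5% FBS RPMI. A CellTiter-Glo luminescence read gave % activity for curve fitting.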
IL-1B inflam inh: qHTS for Inhibitors of Inflammasome Signaling: IL-1-beta AlphaLISA Primary Screen; 4.7% of 360,000 active; AID 743279, 2014; THP-1 LPS/ATP IL-1B secretion, AlphaLISA, 16 h; active compounds read low; activity change, % at 57.5 µM; in the data active means activity change below about -50%; inconclusive means mostly about -30% to -49%; further: on the % scale 0 is the no-effect control and ±100 the full control effect
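THP-1 cells pretreated 1 hr with compounds (up to 57.5 uM final), then stimulated with LPS (250 ng/mL final) plus ATP (1.25 mM final); secreted IL-1B measured by AlphaLISA after 16 hr, decreased signal indicating inhibition.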
SW480 rereplic: A quantitative high throughput screen for small molecules that induce DNA re-replication in SW480 colon adenocarcinoma cells. Potency, µM (series often up to 46.1 µM), for inactives: at the top dose re-replication activation, most hits filed as activators. SW480 DNA re-replication, Hoechst DNA content imaging, 48 h. 1.8% of 340,000 active; further: potency means the concentration at half of the fitted maximal effect; % of control where 0% means no effect; nearly all actives have a fitted effect of over 55% in size
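Treated cells incubate 48 hr (37 C, 5% CO2), are stained 40 min with Hoechst, and nuclear fluorescence is enumerated; a rise in nuclei with high DNA signal marks re-replication.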
MCF10A rerep: A quantitative high throughput screen for small molecules that induce DNA re-replication in MCF 10a normal breast cells. Potency, µM (highest dose often 46.1 µM), inactives show at the top dose activity, positive = re-replication, usual class: activators. 2.9% of 350,000 active. MCF 10A DNA re-replication, Hoechst nuclear intensity, 48 h; further: potency means the concentration at half of the fitted maximal effect; % of control where 0% means no effect; nearly all actives have a fitted effect of over 50% in size
ATXN2 expr inh: Primary qHTS for Inhibitors of ATXN expression; HEK-293 ATXN2-luciferase reporter, luminescence, 24 h; 0.72% of 360,000 active; Potency, µM (titrated, usually from 57 µM), without a hit: at the highest dose activity change, negative = inhibition, most hits filed as inhibitors; further: potency means the concentration at half of the fitted maximal effect; on the % scale 0 is the no-effect control and ±100 the full control effect; nearly all actives have a fitted effect of over 55% in size
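ATXN2-luciferase reporter cells (luciferase flanked by upstream and downstream ATXN2 gene portions) were treated 24 h at 37 °C with compounds at up to 57 uM. SteadyGlo luminescence gave expression; GF-AFC fluorescence gave viability.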
HT1080NT lethal: qHTS for induction of synthetic lethality in tumor cells producing 2HG: qHTS for the HT-1080-NT fibrosarcoma cell line; HT-1080-NT fibrosarcoma viability, CellTiter-Glo ATP luminescence, 48 h; Potency, µM (highest dose often 46.1 µM), without a hit: top-dose activity, negative = less viability, usual class: cytotoxic; 1.6% of 360,000 active; AID 686970, 2013;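 further: NT is the 2HG producing partner of a matched IDH1 knockdown line; potency means the concentration at half of the fitted maximal effect; 0% = DMSO-treated cells and -100% = media-only wells without cells; nearly all actives have a fitted effect of over 55% in size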
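Fibrosarcoma NT cells, 750 per well in 5% FBS RPMI, were exposed to compound for 48 hours. Viability: CellTiter-Glo luminescence.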
KB-3-1 tox: qHTS assay for MDR1-selective chemotherapeutics: Primary screen using the parental adenocarcinoma cell KB-3-1 | KB-3-1 viability, CellTiter-Glo ATP luminescence, 72 h | Potency, µM (highest dose often 46.1 µM), inactives show at the top dose activity change, negative = cytotoxic, usual class: cytotoxic | 1.4% of 400,000 active | AID 1347075, 2019; further: potency means the concentration at half of the fitted maximal effect; on the % scale 0 is the no-effect control and ±100 the full control effect; nearly all actives have a fitted effect of over 60% in size
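Parental KB-3-1 adenocarcinoma cells in phenol-red-free DMEM with 10% FBS were pin-treated with compounds at several concentrations, incubated 72 h at 37 °C, and viability read by CellTiter-Glo luminescence; concentration-effect curves were fitted after normalization.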
An asterisk follows results filed as active; i = inactive; u = inconclusive; x = not tested or not shown; & = joins results of further samples; [ ] = another dose, or the depositor's remark. Unless noted, the call rests on the fitted dose curve; in most records, active means well fitted curve in the direction sought with a large enough effect; inconclusive means small, poorly fitted or top-dose-only effect, or another doubt; inactive means no such curve, though single readings can be large; an effect the other way counts as inactive or inconclusive.

Start of the data: the first 2 entries, to show the layout:
cpd | canonical_smiles | KB-V1 MDR tox | ATXN viability | HT1080 IDH1KD tx | IL-1B inflam inh | SW480 rereplic | MCF10A rerep | ATXN2 expr inh | HT1080NT lethal | KB-3-1 tox
1 | Cc1cc(C)cc(NC(=S)N2CC(C)OC(C)C2)c1 (configuration not stated) | 13% | i | 18% | 7 | 1% | -1% | 3% | 7% | -5%
2 | Cc1ccccc1S(=O)(=O)Nc1ncnc2ccccc12 | 20% | i | 2% | 27 | -3% | 2% | 15% | 6% | 1%

This part in full (from the top)
cpd | canonical_smiles | KB-V1 MDR tox | ATXN viability | HT1080 IDH1KD tx | IL-1B inflam inh | SW480 rereplic | MCF10A rerep | ATXN2 expr inh | HT1080NT lethal | KB-3-1 tox
1 | Cc1cc(C)cc(NC(=S)N2CC(C)OC(C)C2)c1 (configuration not stated) | 13% | i | 18% | 7 | 1% | -1% | 3% | 7% | -5%
2 | Cc1ccccc1S(=O)(=O)Nc1ncnc2ccccc12 | 20% | i | 2% | 27 | -3% | 2% | 15% | 6% | 1%
3 | COc1ccc(C(C(=O)NC(C)(C)C)N(C[C@H]2CC[C@@H]([C@@H]3CC[C@H](CO)O3)O2)C(=O)c2ccccc2)cc1 (some centres not stated) | 0% | i | -1% | 31 | 1% | u | 5% | 7% | 0%
4 | COc1ccc(COCC(O)CN2CCC(C(N)=O)CC2)cc1OC (configuration not stated) | 8% | i | 6% | 17 | 1% | 12% | 1% | 7% | 2%
5 | O=C(Nc1nccs1)c1ccc(N2C(=O)C3CCCCC3C2=O)cc1 (configuration not stated) | -3% | i | 1% | -8 | -2% | 0% | -3% | 3% | 0%
6 | Cc1cc2oc(=O)c3c(c2cc1OC(=O)c1ccco1)CCCC3 | -23% | i | 1% | 9 | -14% | -2% | -9% | 10% | -13%
7 | Cc1ccc2c(C)c(C(=O)N3CCC(c4nc5ccccc5s4)CC3)oc2c1C | 0% | i | x | x | x | x | -7% | x | 18%
8 | C[C@H](O)C(=O)C1=Nc2c(nc(N)[nH]c2=O)NC1 | 18% | i | 12% | 13 | -48%[inhibitor] | -42%[inhibitor] | 5% | 0% | 0%
9 | COC(C/C=C/[C@@H](O)[C@@H](C)OCc1ccccc1)OC | 4% | i | 6% | 9 | -3% | -3% | 6% | 7% | 11%
10 | CCc1c(O)nc(SCC(=O)N2CCOCC2)n(-c2ccccc2)c1=O | 0% | i | -7% | -1 | 1% | -17% | 0% | u | 18%
11 | O=C(Oc1ccc(/C=N/NC(=O)c2ccccn2)cc1)c1cccc(Br)c1 | 9% | i | 7% | 18 | 9% | 0% | -5% | -1% | -2%
12 | COc1ccc(N2CCN(C(CNC(=O)C(C)(C)C)c3cccnc3)CC2)cc1 (configuration not stated) | 5% | i | 1% | -6 | 0% | 2% | x | -2% | 0%
13 | CCN(CC1CCCN(CCc2cccc(F)c2)C1)C(=O)c1cc2ccccc2o1 (configuration not stated) | -16% | u | u | -88* | u | 12% | -30% | u | u
14 | CCC(C(=O)OCC(=O)Nc1cc(Cl)ccc1Cl)c1ccccc1 (configuration not stated) | -21% | i | 29% | -4 | u | -2% | 1% | 15% | -1%
15 | CN(Cc1ccccc1)C(=O)COC(=O)c1ccc(S(=O)(=O)N(C)C)cc1 | 3% | i | -2% | 10 | 2% | -10% | -13% | 4% | -5%
16 | O=C(Cn1cnc2c(nnn2Cc2ccccc2)c1=O)c1ccc(Cl)cc1 | -1% | i | -11% | 0 | -2% | 0% | -17% | -5% | -1%
17 | CCOc1cc(-c2c(C#N)c(=O)[nH]c3c2c(C)nn3-c2ccc(F)cc2)ccc1O | u | i | -14% | 11 | -1% | 2% | 56%[activator] | -21% | u
18 | CCCCc1nccn1CCn1ccnc1CCCC | -2% | i | 3% | -1 | -15% | 12% | 0% | 2% | -4%
19 | COC(=O)c1ccc(Cl)cc1NC(=O)N(Cc1ccc(C)o1)C1CCN(C(C)=O)CC1 | -5% | u | x | x | x | x | -17% | x | 4%
20 | Cc1nc2ccccn2c1-c1csc(Nc2cccc(O)c2)n1 | 10µM* | u | 1.5µM* | -104* | u | u | -8% | 1.6µM* | u
21 | Cc1ccc(-c2nnnn2-c2ccccc2C(=O)O)cc1 | 18% | i | -3% | 0 | 22% | 3% | x | 1% | -4%
22 | COc1ccc(OC)c(C(=O)/C=C/c2cccnc2)c1 | u | x | u | -98* | 21µM* | 12µM* | u | 21µM* | u
23 | Cc1cc(C(=O)N2CCN(S(=O)(=O)c3ccc(C)c(C)c3)CC2)no1 | -22% | i | 7% | 9 | -10% | 10% | -14% | -1% | 4%
24 | COc1ccc(NC(=O)CSc2nc3sc(C)c(C)c3c(=O)n2Cc2ccco2)cc1 | u | u | u | 9 | u | 15µM* | -21% | 0% | 1%
25 | CC1CC(C)(C)N2C(=O)C3(Nc4ccccc4S3)c3cccc1c32 (configuration not stated) | -2% | u | u | 14 | u | u | 1% | u | 5%
26 | O=C(CCC(=O)N(CC(=O)NC1CCCC1)Cc1ccc2c(c1)OCO2)Nc1ccccn1 | u | i | -1% | -1 | -3% | 0% | -13% | 1% | u
27 | Cc1cccc(OCC(=O)Nc2ccc(S(=O)(=O)N3CCCC3)cc2)c1 | 5% | i | -8% | -10 | 11% | 18% | -7% | -16% | -3%
28 | CCn1cc(Cl)c(C(=O)Nc2c(C)nn(Cc3c(F)c(F)c(F)c(F)c3F)c2C)n1 | 4% | i | 0% | -8 | -4% | -2% | -3% | 7% | -3%
29 | CCCCn1c2ccc(F)cc2c2nnc(SCCN3CCCCC3)nc21 | -2%&-1% | u | 1% | 3 | -9% | 9% | 5%&-4% | 7% | u
30 | CCC12CN3CC(CC)(CN(C1)C31C(=O)N(C)c3ccc(C)cc31)C2=O (configuration not stated) | 0% | i | -5% | 17 | 1% | 1% | -9% | -2% | -3%
31 | CCOC(=O)CC(=O)CSCC(=O)Nc1ccc(C)cc1 | -5% | i | 5% | 3 | -3% | 8% | 10% | 2% | -1%
32 | COCCNC(=O)CSc1nc2ccccc2c(=O)n1CC1CCCO1 (configuration not stated) | 1% | i | 5% | 32 | -21% | -183%[0.0737 µM] | -1% | 1% | 18%
33 | CCOc1ccc(/C(O)=C2/C(=O)C(=O)N(c3ncccn3)C2c2ccccc2)cc1 (configuration not stated) | 30% | i | -5% | 13 | -17% | 1% | x | -4% | -3%
34 | CN(CC1CCOCC1)C(=O)CC1C(=O)NCCN1Cc1cccc(F)c1 (configuration not stated) | 6% | i | 16% | 5 | u | 2% | 3% | u | -16%
35 | COc1ccc2c(c1)N(C)/C(=C1/SC(=NCc3ccccc3)N(c3ccccc3)C1=O)S2 | 19% | i | 17% | 1 | -5% | -5% | -8% | 15% | 10%
36 | COC(=O)c1sc(N2C(=O)c3oc4ccccc4c(=O)c3C2c2cccc(O)c2)nc1C (configuration not stated) | 4% | i | 11% | -10 | -11% | -21% | 2% | 21% | -4%
37 | COc1cccc(CNC(=O)Cn2cccc2)c1 | -2% | i | -1% | 6 | -2% | 1% | 6% | 0% | 0%
38 | COC(=O)CCn1nc(-c2ccc(C)cc2)c2ccccc2c1=O | u | i | -2% | 19 | u | u | -21% | -4% | 13%
39 | CCn1cc(-c2ccccc2)c(C(=O)O)c1-c1ccc(OC)cc1 | 4% | i | 14% | 15 | -37%[inhibitor] | 4% | 3% | 16% | 0%
40 | C=CCOc1ccc(/C(O)=C2\C(=O)C(=O)N(CCOC)C2c2cccnc2)cc1 (configuration not stated) | 3% | i | 1% | 3 | 3% | -1% | 0% | -1% | -13%
41 | Cc1ccc(C)c(CN2C(=O)CSc3ccc(C(=O)NCc4ccccc4)cc32)c1 | u | i | x | x | x | x | 11% | x | -2%
42 | O=C1CCCC2=C1C(c1ccncc1)Nc1ccccc1N2 (configuration not stated) | 23% | i | 7% | 0 | -5% | -3% | -6% | -3% | 10%
43 | Cn1c(=O)c2c(ncn2CC(=O)N/N=C/C=C/c2ccccc2[N+](=O)[O-])n(C)c1=O | 1% | i | -1% | x | u | 4% | -20% | -6% | 4%
44 | COc1ccc(CNC(=O)CCNC(=O)c2ccc(C(C)(C)C)cc2)cc1OC | -8% | i | -5% | 7 | -7% | 0% | -3% | 0% | 4%
45 | NS(=O)(=O)c1ccc(NC(=O)CCc2ccccc2)cc1 | 6% | i | -6% | -11 | u | -13% | 8% | -3% | 0%
46 | CCCCn1c(-c2csc3c2CCC(C)C3)n[nH]c1=S (configuration not stated) | 15µM* | i | u | -12 | 15% | 21% | -15% | u | 21µM*
47 | COc1ccccc1NC(=O)CN1C(=O)C2(SCC(=O)N2c2ccc(C)c(C)c2)c2ccccc21 (configuration not stated) | u | u | x | x | x | x | u | x | 18µM*
48 | CC(C)CNC(=O)CN1C(=O)NC2(CCCc3ccccc32)C1=O (configuration not stated) | u | i | 3% | 4 | -3% | 5% | -12% | 7% | -13%
49 | CCC1=Nc2cc(C(=O)NCc3ccco3)ccc2Sc2ccccc21 | u | u | 5.8µM* | 73 | 8.2µM* | 4.1µM* | -18% | 2.6µM* | 2.6µM*
50 | COc1cccc(NC(=O)CN(C)CC(=O)Nc2ccc(Cl)cc2[N+](=O)[O-])c1 | u | i | -11% | -6 | 4% | 5% | 9% | -16% | 17%
51 | NNC(=O)/C(=C\c1cccs1)NC(=O)c1ccccc1 | 9% | i | 6% | 0 | x | 0% | 8% | u | 0%
52 | S=C(NC1CCCCCC1)NC1CCCC1 | -28% | i | 1% | 0 | -1% | -12% | x | 6% | 3%
